Bioassay records: PubChem BioAssay, several laboratories
BH1578 lux ind: inducers of Vibrio cholerae quorum light production without autoinducers, primary screen, BH1578 luxS cqsA deficient, single point; V. cholerae BH1578 lux reporter, luminescence, 6 h; activation, % at 18.7 µM; hit rate 0.16% among 350,000; AID 588436, 2011; in the data active = activation mostly above about 9.7%, no sharp cut-off; also: not every result past the cut was called active; inactives centre near 0; reference of the scale not given here
VHR inh abs: VHR1 phosphatase inhibitors, primary screen, biochemical, absorbance, uHTS | Dual specificity protein phosphatase 3 (Homo sapiens), P51452 | recombinant VHR phosphatase, pNPP absorbance | inhibition, % at 13.3 µM | hit rate 0.52% among 290,000 | AID 1654, 2009; in the data active = inhibition above about 50%; also: some compounds called inactive have numbers as strong as hits
Target sequence (P51452 whole entry, looked up): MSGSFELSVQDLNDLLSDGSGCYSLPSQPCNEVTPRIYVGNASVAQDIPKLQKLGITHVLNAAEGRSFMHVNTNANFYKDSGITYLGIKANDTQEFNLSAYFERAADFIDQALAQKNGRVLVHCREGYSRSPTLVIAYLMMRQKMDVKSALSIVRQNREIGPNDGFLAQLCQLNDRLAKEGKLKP
Mtb BioA inh: M. tuberculosis BioA enzyme inhibitors, primary screen, biochemical, plate reader, single point, HTS | purified M. tuberculosis BioA enzyme | 7,8-diaminopelargonic acid synthase BioA (Mycobacterium tuberculosis) | hit rate 0.096% among 360,000 | inhibition, % at 9.99 µM; in the data active = inhibition above about 40%
UGM FP inh: M. tuberculosis UGM enzyme inhibitors, primary screen, biochemical, fluorescence polarization, single point; purified UGM, fluorescence polarization probe displacement; inhibition, % at 10 µM; UDP-galactopyranose mutase (Mycobacterium tuberculosis (strain ATCC 25618 / H37Rv)), …; hit rate 0.06% among 320,000; AID 504406, 2011; in the data active = inhibition above about 10%, passing the limit was not always enough
Target sequence (P9WIQ1 whole entry, looked up): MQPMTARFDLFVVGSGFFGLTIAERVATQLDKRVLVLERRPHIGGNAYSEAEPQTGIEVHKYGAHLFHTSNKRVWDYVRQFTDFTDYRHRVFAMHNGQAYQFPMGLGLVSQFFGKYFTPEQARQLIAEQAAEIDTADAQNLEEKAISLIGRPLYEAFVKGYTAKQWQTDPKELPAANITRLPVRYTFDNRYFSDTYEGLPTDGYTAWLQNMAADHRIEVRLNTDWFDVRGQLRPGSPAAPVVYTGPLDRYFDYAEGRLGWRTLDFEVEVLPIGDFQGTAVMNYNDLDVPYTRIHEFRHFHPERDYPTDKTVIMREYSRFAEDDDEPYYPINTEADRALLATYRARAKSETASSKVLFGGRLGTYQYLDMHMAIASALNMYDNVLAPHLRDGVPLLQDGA
3CLpro inhibitor: SARS-CoV 3CLpro protease inhibitors, primary screen, biochemical, quenched FRET | AID 1706, 2009 | hit rate 0.14% among 290,000 | inhibition, % at 6 µM | Replicase polyprotein 1ab (Severe acute respiratory syndrome coronavirus), P0C6X7 | recombinant SARS-CoV 3CLpro, quenched FRET peptide cleavage; in the data active = inhibition above about 12%
Rv3671c protease: Rv3671c serine protease inhibitors, primary screen, biochemical, fluorescence polarization, M. tuberculosis H37Rv. inhibition, % at 5.96 µM. AID 2606, 2010. P9WHR9. hit rate 0.048% among 320,000; in the data active = inhibition above about 38%;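 also: extracellular domain of Rv3671c used as enzyme; 0% = enzyme with DMSO and 100% = no enzyme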
GDH-TPI inh: GDH-TPI coupling enzyme inhibitors, primary screen, artefact control for M. tuberculosis FBA inhibitor project, biochemical, absorbance, full deck; GDH-TPI coupled enzyme counterscreen, NADH absorbance; inhibition, % at 4.8 µM; hit rate 1.2% among 360,000; in the data active = inhibition above about 30%;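 also: 0% = DMSO wells and 100% = wells lacking the enzyme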
Mtb FBA inh: Mtb FBA enzyme inhibitors, primary screen, biochemical, fluorescence, strain H37Rv; Fructose-bisphosphate aldolase (Mycobacterium tuberculosis (strain ATCC 25618 / H37Rv)), …; purified M. tuberculosis FBA, fluorescence read-out; inhibition, % at 1 µM; hit rate 2.3% among 360,000; AID 588726, 2011; in the data active = inhibition above about 27%;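 also: 0% = vehicle and 100% = reference inhibitor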
Target sequence (P9WQA3 whole entry, looked up): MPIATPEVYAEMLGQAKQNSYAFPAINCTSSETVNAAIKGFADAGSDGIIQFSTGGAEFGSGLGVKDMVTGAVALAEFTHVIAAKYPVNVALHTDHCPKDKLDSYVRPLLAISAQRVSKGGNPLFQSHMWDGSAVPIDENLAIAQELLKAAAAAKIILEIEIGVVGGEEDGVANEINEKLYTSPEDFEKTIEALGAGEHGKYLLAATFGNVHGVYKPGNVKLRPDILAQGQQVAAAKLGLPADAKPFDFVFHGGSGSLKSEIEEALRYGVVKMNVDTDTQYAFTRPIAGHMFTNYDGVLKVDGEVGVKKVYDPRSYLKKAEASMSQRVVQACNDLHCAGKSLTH
MazF activator: activators of E. coli MazEF toxin-antitoxin RNase, primary screen, biochemical, fluorescence, uHTS. Endoribonuclease toxin MazF (Escherichia coli (strain K12)), P0AE70. FAM/BHQ RNA-DNA oligo cleavage fluorescence, 5 h. hit rate 0.32% among 350,000. activation, % at 20 µM; in the data active = activation above about 50%
Target sequence (P0AE70 whole entry, looked up): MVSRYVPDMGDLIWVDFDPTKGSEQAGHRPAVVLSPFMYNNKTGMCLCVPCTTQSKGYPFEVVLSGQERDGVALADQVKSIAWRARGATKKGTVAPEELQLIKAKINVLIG
SSB-PriA inh: inhibitors of Klebsiella pneumoniae PriA binding to SSB C-terminal tail, primary screen, biochemical, AlphaScreen; PriA–SSB C-terminal tail interaction (Klebsiella pneumoniae); AlphaScreen SSBct-PriA binding, biotinylated peptide; inhibition, % at 33 µM; hit rate 0.6% among 430,000; AID 1272365, 2023; in the data active = inhibition mostly above about 37%, no sharp cut-off; inactive = mostly below about 20%;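 also: plate controls were negative control peptide for no effect and reference peptide for full effect; strong numbers were not always called active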
An asterisk follows results filed as active; i = inactive; . = no result given; + = active, no number; & = joins results of further samples. An excerpt; count on the stated rates, not on these rows.

SMILES	BH1578 lux ind	VHR inh abs	Mtb BioA inh	UGM FP inh	3CLpro inhibitor	Rv3671c protease	GDH-TPI inh	Mtb FBA inh	MazF activator	SSB-PriA inh
O=C1CCCN1CC1CCN(Cc2nc(CC3CC3)no2)CC1	i	7.3	-0.9	-0.3	1.5	5.2	-1.6	-5.9	4.0	11.5
COc1ccc(/C(=N/OC(C)=O)c2nccc3cc(OC)c(OC)cc23)cc1OC	-0.4	25.0	-0.4	1.7	3.0	1.3	-0.7	2.2	3.7	.
CSCCC(NS(=O)(=O)c1ccccc1F)C(=O)Nc1cccc(C)n1 (configuration not stated)	-0.1	12.5	-1.8	-1.5	-4.2	-3.8	8.3	4.5	-0.8	-2.2
Cc1ccc(C2=NS(=O)(=O)N(C)C(C(=O)NC3CCCCC3)=C2)cc1	-0.2	1.5	-0.6	-2.6	-4.1	-3.5	23.4	-1.5	6.7	-4.0
Cn1c(=O)cc(SCC(=O)Nc2cccnc2)c2ccccc21	-0.6	-10.7	15.6	1.9	-4.3	-3.4	-1.6	2.3	0.5	3.2
N#Cc1ccccc1NC(=O)c1ccc(-c2ccccc2Cl)o1	1.3	-14.9	0.2	-2.3	2.9	-2.0	3.5	-2.5	13.9	-19.9
COc1ccc(/C(C)=N\NC(=O)CNC(=O)C(c2ccccc2)c2ccccc2)cc1OC	-0.2	0.4	-0.3	-2.3	2.2	-3.4	12.6	2.1	3.8	.
COc1c(Cl)cccc1-c1cn2ccccc2n1	-0.5	31.0	.	-1.9	-3.4	6.1	7.3	68.1*	9.7	-5.3
CCOc1c(Cl)cc(CNCc2ccccn2)cc1OC	0.7	12.5	1.1	0.3	7.3	1.8	11.1	1.0	3.8	2.0
O=C(CN1C(=O)NC2(CCc3ccccc32)C1=O)NCc1ccc(F)cc1 (configuration not stated)	i	.	2.3	.	.	.	6.6	5.9	-4.8	-8.2
CCOC(=O)C1=C(COC(=O)COc2ccc(C(C)=O)cc2)NC(=O)NC1C (configuration not stated)	-2.8	.	.	-1.3	.	9.7	-5.7	-1.0	6.3	0.3
CN1C(=S)SC(N(O)C(=O)Nc2cccc3ccccc23)C1(C)C (configuration not stated)	3.0	17.7	2.5	2.8	0.2	-0.4	-4.5	44.3*	3.1	26.0
COc1cc(C(=O)OCCNC(=O)c2ccncc2)cc(OC)c1OC	-0.3	-22.6	.	1.1	-4.3	3.5	8.6	3.8	2.5	-10.2
CCOc1cc(NC(=O)C(C)C)c(OCC)cc1NC(=O)Nc1ccccc1	-1.8	5.8	-2.8	-2.4	2.2	-4.2	13.4	-1.9	-19.9	-6.7
CNc1cncc(-c2ccc(CN(C)C)cc2)n1	-3.7	.	-0.1	.	.	.	5.8	+	.	.
COc1ccc(C(NC(=O)c2ccco2)c2ccc(OC)c(OC)c2)cc1OC	i	-7.7	-1.8	0.5	-3.2	-12.2	4.6	0.9	2.6	8.3
COc1ccc(-c2csc(NC(=O)C3CC(=O)N(Cc4ccco4)C3)n2)cc1 (configuration not stated)	-1.2	14.7	.	3.3	3.2	3.6	-1.2	0.5	-4.6	-0.5
O=C(Nc1nnc(C2CC2)o1)c1ccc(S(=O)(=O)N2CCCCC2)cc1	7.7	25.7	-0.4	-1.0	-2.2	4.4	-9.7	-4.2	2.6	0.5
O=C(Nc1ccc(Cl)c(S(=O)(=O)N2CCCC2)c1)c1cc(=O)[nH]c2ccccc12	1.1	.	1.7	-0.2	.	-10.5	11.4	-0.5	3.2	4.6
COC(=O)c1ccc(C2C3=C(Nc4nnnn42)c2ccccc2OC3)cc1 (configuration not stated)	-2.1	21.4	1.7	-0.4	0.9	-6.0	17.1	25.8	0.9	2.5
C/C(N)=C(/C#N)C(=O)COC(=O)CNS(=O)(=O)c1ccc(F)c(F)c1F	i	29.7	-2.6	1.9	6.8	-3.2	1.3	0.4	6.6	1.1
COc1ccc(-c2cc3c(=O)n(CC(=O)N4CCN(C)CC4)ncn3n2)cc1	-0.2	17.3	-0.5	-0.1	-2.5	7.7	11.0	9.2	-12.8	101.2*
COc1ccccc1N1CCN(C(=O)c2cc3cc(F)ccc3[nH]2)CC1	0.6	-11.9	1.1	0.4	-3.6	-8.7	-1.3	2.3	9.9	2.1
Cc1ccc(C(=O)Nc2c(-c3cccs3)c(=O)c3ccccc3n2C)cc1	-0.4	15.6	-1.9	-1.2	-3.8	3.5	16.9	-0.4	5.5	-10.8
O=C(CSc1nnc2ccccn12)NCCc1ccc(Cl)cc1	-0.2	1.5	.	-0.6	3.5	2.5	4.9	3.4	1.6	7.1

One compound at a time, as listed above:
CSCCC(NS(=O)(=O)c1ccccc1F)C(=O)Nc1cccc(C)n1 (configuration not stated) is entered as BH1578 lux ind = -0.1; VHR inh abs = 12.5; Mtb BioA inh = -1.8; UGM FP inh = -1.5; 3CLpro inhibitor = -4.2; Rv3671c protease = -3.8; GDH-TPI inh = 8.3; Mtb FBA inh = 4.5; MazF activator = -0.8; SSB-PriA inh = -2.2
C/C(N)=C(/C#N)C(=O)COC(=O)CNS(=O)(=O)c1ccc(F)c(F)c1F is entered as BH1578 lux ind = i; VHR inh abs = 29.7; Mtb BioA inh = -2.6; UGM FP inh = 1.9; 3CLpro inhibitor = 6.8; Rv3671c protease = -3.2; GDH-TPI inh = 1.3; Mtb FBA inh = 0.4; MazF activator = 6.6; SSB-PriA inh = 1.1

More structures
SMILES	BH1578 lux ind	VHR inh abs	Mtb BioA inh	UGM FP inh	3CLpro inhibitor	Rv3671c protease	GDH-TPI inh	Mtb FBA inh	MazF activator	SSB-PriA inh
CC(C)C(=O)N1CCCC1(C)C(=O)Nc1ccc(-n2cccc2)cc1 (configuration not stated)	3.3	.	-1.9	.	.	.	9.8	4.2	.	.
CCCn1c(SCC(=O)NC2CCCCC2)nnc1-c1ccncc1	-0.4	15.3	1.4	0.3	0.0	-1.1	1.9	5.4	-4.8	-4.1
CC1(C)OC(C)(C)/C(=C/Nc2ccc(O)cc2)C1=O	-0.3	2.1	-5.2	1.9	-6.1	-4.3	30.6	1.6	2.5	.
CCOC(=O)Cc1ncccc1C(=O)Nc1ccc(Oc2ccccc2)cc1	-0.2	16.6	.	2.3	-2.6	-0.8	-1.3	0.1	-27.6	-2.6
CC1CCN(C(=O)CN2C(=O)NC3(CCCCCC3)C2=O)CC1	i	.	-1.9	-2.7	.	-4.6	-0.4	-2.9	1.6	-4.6
CC(C)(C)c1ccc(OCC(=O)N/N=C/c2cc(Br)ccc2OC(=O)c2ccco2)cc1	5.0	13.0	-0.3	-2.1	-0.8	0.7	4.2	0.7	-25.3	.
N=c1c(C(=O)NCCc2ccccc2)cc2c(=O)n3ccccc3nc2n1CCCN1CCOCC1	-0.1	5.1	-2.2	7.0	-1.9	2.3	11.5	145.5*	2.3	9.2
OCC[C@@H]1C[C@@H](O)[C@H](O)[C@@]2(Cc3ccccc3CCO2)O1	i	17.3	-2.9	-2.8	2.6	12.6	3.1	-1.6	3.7	3.1
Cc1ccc(Cc2c(-c3ccc(C)cc3)nc3ccc(Cl)cn23)cc1	-0.4	.	-1.7	.	.	.	4.3	6.2	1.2	.
Cc1oc(-c2ccc(Cl)cc2)nc1CS(=O)CC(=O)NC1CCCCC1 (configuration not stated)	-0.2	2.3	-1.0	0.0	-3.4	-4.9	2.6	-0.8	-12.0	-3.9
CSc1ncccc1C(=O)N1CCN(S(=O)(=O)c2ccc3c(c2)OCCO3)CC1	i	.	0.9	-2.6	.	5.8	4.0	0.0	1.7	-3.2
COc1ccc(NC(=O)c2sc3nc(N4CCOCC4)c4c(c3c2N)CC(C)(C)OC4)c(OC)c1	-0.4	5.7	-1.0	-0.3	3.9	2.1	2.7	0.8	14.1	1.5
COc1ccc(NC(=O)CSc2ccc(F)cc2)cc1S(=O)(=O)N1CCCCC1	i	-4.5	.	-1.4	0.3	-0.7	-4.8	2.8	-5.2	-4.4
Cc1nn(C)c(Oc2ccc(Cl)cc2)c1C(=O)O	i	9.1	.	-1.1	2.4	3.8	-6.8	-2.8	5.2	-2.5
N#CCC(=O)Nc1ccc(C(=O)NNC(=O)c2ccccc2-n2cccc2)cc1	3.8	.	-0.7	3.6	.	-29.2	-4.0	-0.1	-4.9	-10.7
O=C(CSc1nnnn1Cc1ccccc1)c1ccccc1	0.4	20.8	-1.6	-0.7	2.6	1.6	7.4	4.9	8.3	-33.0
O=Cc1c(Nc2cccc(C(F)(F)F)c2)nc2ccccn2c1=O	i	30.3	-0.4	-0.9	1.3	0.5	0.6	-0.8	0.6	-3.9
Cc1cnc(C2OCCO2)c2cccc([N+](=O)[O-])c12	i	.	-1.3	.	.	.	17.7	-1.3	-1.0	.
COc1ccc(OC)c(C(=O)COC(=O)C(CCSC)NC(=O)COc2ccccc2)c1 (configuration not stated)	i	.	.	1.0	.	0.9	-1.4	1.6	0.0	-6.6
CCOc1cc(/C=N/NC(=O)C(C)Sc2ccccn2)ccc1O (configuration not stated)	-0.3	16.4	.	-1.6	-3.6	-8.1	20.8	-0.8	-4.2	.
Clc1ccc2c(c1)CCc1cccnc1C2=C1CCNCC1	i	30.1&35.7	-0.3	.	1.1&4.1	1.2	.	.	.	.
O=C(COC(=O)/C=C/c1ccc(S(=O)(=O)N2CCOCC2)cc1)NCc1ccccc1	-0.2	25.9	-1.9	-2.0	5.4	-0.8	-3.7	-2.8	17.0	6.7
CC(C)NC(=O)NC(=O)CSc1nncn1C	-0.2	6.5	-1.3	1.4	-3.2	-12.2	3.6	6.9	-12.7	-7.2
O=C(CCCSc1nnc(Nc2ccccc2F)s1)N1CCOCC1	-1.1	-12.3	-0.6	-4.2	2.9	4.7	-0.6	0.2	-6.5	-5.5

Among those listed so far, seven have fluorine:
SMILES	BH1578 lux ind	VHR inh abs	Mtb BioA inh	UGM FP inh	3CLpro inhibitor	Rv3671c protease	GDH-TPI inh	Mtb FBA inh	MazF activator	SSB-PriA inh
CSCCC(NS(=O)(=O)c1ccccc1F)C(=O)Nc1cccc(C)n1 (configuration not stated)	-0.1	12.5	-1.8	-1.5	-4.2	-3.8	8.3	4.5	-0.8	-2.2
O=C(CN1C(=O)NC2(CCc3ccccc32)C1=O)NCc1ccc(F)cc1 (configuration not stated)	i	.	2.3	.	.	.	6.6	5.9	-4.8	-8.2
C/C(N)=C(/C#N)C(=O)COC(=O)CNS(=O)(=O)c1ccc(F)c(F)c1F	i	29.7	-2.6	1.9	6.8	-3.2	1.3	0.4	6.6	1.1
COc1ccccc1N1CCN(C(=O)c2cc3cc(F)ccc3[nH]2)CC1	0.6	-11.9	1.1	0.4	-3.6	-8.7	-1.3	2.3	9.9	2.1
COc1ccc(NC(=O)CSc2ccc(F)cc2)cc1S(=O)(=O)N1CCCCC1	i	-4.5	.	-1.4	0.3	-0.7	-4.8	2.8	-5.2	-4.4
O=Cc1c(Nc2cccc(C(F)(F)F)c2)nc2ccccn2c1=O	i	30.3	-0.4	-0.9	1.3	0.5	0.6	-0.8	0.6	-3.9
O=C(CCCSc1nnc(Nc2ccccc2F)s1)N1CCOCC1	-1.1	-12.3	-0.6	-4.2	2.9	4.7	-0.6	0.2	-6.5	-5.5
